# KLK5 inh = blocks human kallikrein 5 protease activity. 210,000 compounds, 0.59% hits. inhibition, % at 5 µM. recombinant hK5, fluorogenic AMC substrate cleavage. AID 873. Q9Y337;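 active means inhibition of 40% or more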;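 further: 0% = enzyme controls without compound and 100% = no-enzyme blanks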
# Target sequence (Q9Y337 67-293 limits assumed): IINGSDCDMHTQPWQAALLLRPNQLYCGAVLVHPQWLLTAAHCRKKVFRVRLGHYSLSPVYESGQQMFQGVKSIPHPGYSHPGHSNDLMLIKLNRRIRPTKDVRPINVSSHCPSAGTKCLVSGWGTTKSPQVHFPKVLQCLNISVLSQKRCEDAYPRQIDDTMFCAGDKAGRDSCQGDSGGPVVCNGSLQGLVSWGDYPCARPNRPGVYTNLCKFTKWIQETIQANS
# Hck Nef HTS = inhibitors of human Hck kinase activated by Nef; 220,000 compounds, 0.68% hits; inhibition, % at 20 µM; P08631; Recombinant Hck-YEEI plus Nef, Z-Lyte FRET kinase assay;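 active means Hck-Nef kinase inhibition above about 50%, limit read from the data; inactive means inhibition below that limit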;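 further: 0% = DMSO with Hck plus Nef and 100% = Hck alone without Nef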
# FXIa inh 1536 = inhibitors of human coagulation factor XIa. purified FXIa, Boc-Glu-Ala-Arg-AMC fluorogenic substrate. inhibition, % at 5 µM. 220,000 compounds, 0.14% hits. AID 798;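 active means inhibition of at least 40%; inactive means inhibition below 40%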;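 further: fluorescence of freed AMC excited at 355 nm; 0% = enzyme without compound and 100% = no enzyme blank; many of its hits are not listed in these tables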
# Runt-CBFb FRET = blocks binding of human RUNX1 Runt domain to CBFb. Cerulean-Runt/Venus-CBFb FRET ratio 530/480, 1 h. 220,000 compounds, 0.46% hits. inhibition, % at 20 µM. Q01196+Q13951;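 active means inhibition over about 50% at 20 µM in the single-dose screen, limit read from the data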;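 further: 0% = DMSO wells and 100% = excess unlabeled CBFb competitor control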
# Target sequence (Q01196 whole entry, looked up, the tested form may be a part): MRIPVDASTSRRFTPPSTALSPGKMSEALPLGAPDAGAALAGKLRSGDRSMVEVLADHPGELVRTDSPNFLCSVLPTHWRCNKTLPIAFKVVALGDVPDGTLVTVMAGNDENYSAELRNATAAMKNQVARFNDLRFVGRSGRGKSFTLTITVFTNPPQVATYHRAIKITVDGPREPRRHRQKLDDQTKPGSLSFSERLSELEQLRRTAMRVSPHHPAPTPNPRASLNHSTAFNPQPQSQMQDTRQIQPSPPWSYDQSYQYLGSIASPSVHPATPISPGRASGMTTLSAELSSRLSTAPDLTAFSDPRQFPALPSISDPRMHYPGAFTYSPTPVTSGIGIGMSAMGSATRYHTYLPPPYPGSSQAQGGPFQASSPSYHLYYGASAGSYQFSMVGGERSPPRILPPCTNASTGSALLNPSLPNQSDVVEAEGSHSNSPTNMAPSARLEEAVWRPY
# Target sequence (Q13951 whole entry, looked up, the tested form may be a part): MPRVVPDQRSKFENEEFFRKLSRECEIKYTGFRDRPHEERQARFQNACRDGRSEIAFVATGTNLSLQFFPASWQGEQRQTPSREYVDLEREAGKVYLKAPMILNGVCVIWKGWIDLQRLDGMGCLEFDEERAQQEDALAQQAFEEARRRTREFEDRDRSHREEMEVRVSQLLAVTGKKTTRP
#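 Measured by: fluorescence energy transfer, 422 nm excitation, 530/480 nm emission; test system: Cerulean-tagged RUNX1 Runt domain (FRET donor) fusion protein; buffer or medium: Tris pH 7.5 buffer with BSA; compound: one dose, 20 µM compound, 1% DMSO; times: two 1 h room-temperature incubations shielded from light; benchmarks: unlabeled CBFb 5 µM, positive control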
# Runt-SMMHC FRET = inhibitors of human RUNX1 Runt domain binding to CBFb-SMMHC. 220,000 compounds, 0.74% hits. inhibition, % at 20 µM. Q01196+Q13951. Cerulean-Runt/Venus-CBFb-SMMHC FRET ratio 530/480, 1 h;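 active means mean inhibition across duplicate retests at 20 µM reaching about 50%, limit read from the data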;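 further: 0% = DMSO wells and 100% = wells with excess untagged CBFb-SMMHC; inhibitors lower the FRET ratio by blocking Runt binding to CBFb-SMMHC; some results filed as inactive read as strong as hits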
# FXIIa inh = factor XIIa (human) inhibition | P00748 | 220,000 compounds, 0.3% hits | AID 800 | inhibition, % at 5 µM | purified FXIIa, Boc-QGR-AMC fluorogenic substrate, 2 h; in the data active means inhibition above about 40%;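 further: 0% = enzyme with no compound and 100% = blank without enzyme; many of its hits are not listed in these tables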
# Wee1 degr inh = human Wee1 degradation inhibition, primary screen; 220,000 compounds, 1.2% hits; reporter increase, % at 5 µM; HeLa Luc-Wee1K328M stability, luciferase luminescence; 100% = proteasome inhibitor MG132 effect; AID 1321;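 active means activation above the mean of all tested compounds plus 3 SD, set per screening run, cut at about 8.8% in these data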;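 further: cells exposed to compound for 20 h before luminescence read; 0% = DMSO alone and 100% = MG132 at 30 µM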
# 14-3-3 Bad inh = disrupts binding of bovine 14-3-3 zeta to phospho-Bad peptide | P63103 | TR-FRET 14-3-3zeta/Dy647-pBad peptide displacement, 1 h | inhibition, % at 21.7 µM | 220,000 compounds, 0.71% hits;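 active means inhibition above about 70%, limit read from the data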;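 further: 0% = full 14-3-3 plus peptide FRET controls and 100% = background without 14-3-3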
# thrombin 1536 = blocks human thrombin protease activity; alpha-thrombin, Boc-VPR-AMC fluorogenic substrate cleavage; 220,000 compounds, 0.26% hits; P00734; AID 1046; inhibition, % at 5 µM;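 active means inhibition at or above 40%; inactive means inhibition below 40%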;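 further: 0% = enzyme with no compound and 100% = wells without enzyme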
#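 signal = AMC fluorescence, 355/460 nm | material = human alpha-thrombin enzyme | control set = enzyme without compound as high, wells lacking enzyme as low | times = reaction at room temperature | read-out basis = percent inhibition scaled between no-compound controls and no-enzyme blanks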
# An asterisk follows results filed as active; x = no result given; [ ] = dose if it differs, or a comment.
SMILES,KLK5 inh,Hck Nef HTS,FXIa inh 1536,Runt-CBFb FRET,Runt-SMMHC FRET,FXIIa inh,Wee1 degr inh,14-3-3 Bad inh,thrombin 1536
O=C(CCSc1ccccc1)Nc1ccc(OCc2ccccc2)cc1,3.3,-0.2,-3.1,-0.2,-7.9,14.3,-1.1,-0.9,1.4
O=c1cc(CSc2nc(NCc3ccccc3)c3ccccc3n2)nc2ccc(Cl)cn12,-3.3,10.5,27.3,-1.7,0.7,23.6,-0.2,5.7,0.7
Cc1ccc(-n2nc3c(Cl)nnc(C)c3c2C)cc1,1.2,8.3,6.1,-0.3,2.0,10.8,2.9,10.4[fluorescence artefact?],-2.8
OC(COCC1CC=CCC1)Cn1cnc2ccccc21 (stereo not given),-3.6,10.0,1.8,1.8,-6.0,12.0,1.2,1.1,-0.5
COc1cccc(Cn2nnc(C(=O)NCc3ccccc3Cl)c2N)c1,-10.6,-0.3,25.1,-0.1,1.1,27.6,-0.7,-8.5,0.4
CCS(=O)(=O)NCc1csc(-c2ccccc2)n1,1.5,-0.3,5.2,2.2,2.0,13.1,-0.7,6.6[fluorescence artefact?],-4.9
CC#CCN1c2ccccc2[C@]23C[C@@H](C(=O)OC)N(C(=O)OCC)C2=NC(C(=O)OC)=C(C(=O)OC)[C@H]13,2.4,15.4,-1.2,0.9,0.7,7.1,x,-5.9,-0.5
CC(C)(C)Nc1nc2ccc([N+](=O)[O-])cc2o1,-1.0,5.6,-2.9,1.1,-1.8,2.9,1.1,-5.8,-8.2
O=C(CSc1ncccn1)Nc1ccccc1,3.7,-8.3,2.5,-6.0,-1.8,12.0,1.4,-4.9,5.5
CC(C)Cn1c(=O)c2c(c3ccccc31)OC(C)C(=O)N2 (stereo not given),16.8,-0.4,-10.8,-1.1,-0.4,-6.3,-3.2,-4.6[fluorescence artefact?],-1.8
CC1=CC(C)(C)[N+](C)(C)c2ccccc21,-1.5,16.2,-6.2,-14.2,4.9,-0.4,-0.6,13.9,-17.9
COC(=O)c1ccc(CN2CCN(CCC(C)C)C(CCO)C2)cc1 (stereo not given),-0.2,16.8,-4.2,-1.4,-1.4,7.7,-0.8,-8.6,-18.6
COc1ccc(C(=O)NCC(=O)OCC(=O)NC(=O)NC2CCCCC2)cc1OC,-19.5,1.1,3.6,-0.2,-3.1,8.5,-1.6,-9.2,-6.4
Nc1c(C(=O)N/N=C/c2cccnc2)oc2nc(-c3ccco3)cc(-c3ccco3)c12,-8.8,64.1*,-1.3,-15.6,-57.4,0.6,3.0,-2.4,-6.5
CNc1ccc(S(=O)(=O)NC)cc1[N+](=O)[O-],4.7,0.7,0.1,1.5,2.5,7.1,-2.0,-7.6,2.1
CC(C)OC(=O)c1c(NC(=O)CCn2nnc3ccccc32)sc2c1CCCC2,14.2,9.3,13.5,-7.7,1.3,8.3,0.1,-1.4,4.0
CCn1c2ccccc2c2cc(NC(=O)c3ccc(C)c([N+](=O)[O-])c3)ccc21,-8.3,25.0,-1.4,0.3,2.7,6.1,-1.8,-6.8,-4.9
COc1cnc(-c2ccccn2)nc1Oc1ccc(Cl)c2ccccc12,-6.7,2.1,2.6,1.3,6.3,6.5,-0.5,27.1,-3.4
COc1ccc(/C=N/OCC(=O)Nn2c(C)nc3ccccc3c2=O)cc1,-14.1,-1.5,-4.7,-2.4,2.9,5.6,0.1,4.4,-8.1
CC(=O)NC1(C(F)(F)F)NC(=O)N(CC(C)C)C1=O (stereo not given),2.9,0.3,-9.0,-1.2,5.6,3.0,-2.7,3.6[fluorescence artefact?],-3.1
O=C(/C=C/c1c(Cl)cccc1Cl)n1cccn1,7.7,-0.1,0.0,2.2,11.1,22.7,1.1,3.1,8.0
CC1CCN(c2cc(N3CCC(C)CC3)c([N+](=O)[O-])cc2/C=C(\C#N)c2nn(-c3ccccc3)c(N)c2C#N)CC1,2.8,0.9,16.1,-3.7,-6.4,21.2,-0.9,-8.9,5.7
Cn1c(SCC(=O)N/N=C/C=C\c2ccccc2[N+](=O)[O-])nc2ccccc21,-10.8,2.0,1.0,1.8,3.8,16.4,2.9,-11.6[fluorescence artefact?],-5.3
O=CN(Cc1ccco1)C1(C(=O)NC2CCCCC2)CCCCC1,14.5,3.9,-2.0,1.0,3.1,3.7,1.8,3.1,-6.8
COc1ccc(OCCCn2cccc2/C=C2/C(=N)N3OC(C)=CC3=NC2=O)cc1,3.7,19.3,-3.5,-2.2,0.8,7.4,4.1,-16.6,-8.7
# Other entries:
SMILES,KLK5 inh,Hck Nef HTS,FXIa inh 1536,Runt-CBFb FRET,Runt-SMMHC FRET,FXIIa inh,Wee1 degr inh,14-3-3 Bad inh,thrombin 1536
O=C(O)c1cc(-c2ccccc2)n[nH]1,11.8,10.1,-2.4,-1.2,-1.4,13.4,-0.3,25.2,22.1
COCCN1C(=O)c2ccc(C(=O)NCc3cccnc3)cc2C1=O,-13.1,3.3,1.3,0.3,0.9,14.5,1.7,-10.6,-9.0
COC(=O)c1ccn(-c2nc(-c3ccco3)cc(C(F)(F)F)n2)n1,-21.5,1.5,-0.8,-1.9,-0.1,15.6,-1.5,-16.0[fluorescence artefact?],5.0
O=C(C1CCN(CCCc2ccccc2)CC1)N1CCCCC1,0.2,0.7,4.5,2.8,-3.1,18.7,3.4,38.4,5.1
COc1ncnc2c1oc1ccccc12,19.8,17.6,11.7,-0.3,-3.5,21.4,1.9,10.6,3.0
Cc1nc2ccccc2c2oc(C(=O)N3CCN(C(=O)c4ccco4)CC3)cc12,-3.8,-3.4,18.9,-0.3,-6.0,26.4,-0.5,-15.3,10.8
O=c1[nH]c2ccc(NC(=S)NC3CCCCC3)cc2[nH]1,3.0,17.8,1.8,-0.5,-2.7,12.8,0.0,-1.1,-8.6
CCN(CC)c1ccc(C=C2C(=O)OC3(CCCCC3)OC2=O)cc1,-12.5,13.6,1.5,-5.5,-24.1,14.6,0.8,-13.8,6.7
O=C1CC(C(=O)N2CCOCC2)C2(CCCC2)O1 (stereo not given),3.9,23.0,2.0,-0.6,0.3,11.3,-1.1,5.1,1.0
Cc1c(S(=O)(=O)N2CCOCC2)c(=O)n(C)c(=O)n1C,0.7,6.8,3.0,0.4,-2.0,13.2,2.3,3.6,-1.0
COc1cc(O)c2c(c1)OC(C)(C)CC2=O,-18.7,0.5,7.2,-1.0,-5.8,12.0,0.2,1.0,-3.2
CCCn1nc2cc(C(=O)N(CC)c3ccc(OC)cc3)ccc2c1OCC,-23.8,-0.4,-3.2,-2.1,1.3,8.4,-1.0,-3.9,-4.7
COc1ccccc1Nc1c2c(nc3ccc(N)cc13)CCCC2,-2.0,23.5,2.4,-0.1,-2.5,11.7,2.9,-5.7,2.0
CCN(CC)C(=S)NC(=O)c1ccc(OC)c(Br)c1,-15.9,-0.6,-8.2,2.2,1.3,-3.4,1.7,3.2[fluorescence artefact?],-8.7
COc1ccc(-n2nnnc2SCC(=O)Nc2cccc(C)n2)cc1OC,-16.3,1.1,5.4,0.4,2.7,15.1,0.1,-13.9[fluorescence artefact?],6.0
COc1cc(NC(=S)NCCC(c2ccccc2)c2ccccc2)cc(OC)c1,-7.8,-9.3,5.6,-3.4,-1.3,10.4,0.0,-3.6,-3.4
CCn1cc(/C=N/NC(=O)c2ccc3c(c2)OCO3)cn1,-18.3,1.5,-4.7,-2.6,7.1,-1.1,2.2,-16.9,-8.8
COc1cccc(CNCCN2CCOCC2)c1OC,4.2,0.9,0.9,-1.0,4.9,15.3,-0.7,5.8,-1.5
O=C(NC(CC(=O)N1CCN(c2ccc([N+](=O)[O-])cc2)CC1)c1ccccc1)c1ccccc1Cl (stereo not given),-17.9,5.5,7.6,-5.5,-7.7,10.0,-2.2,-25.0[fluorescence artefact?],2.2
CCCCN(CCCNc1ncnc2nc[nH]c12)c1ccccc1,-7.5,7.5,5.4,-1.7,2.4,17.7,0.3,12.9,-8.4
CCN(CC)S(=O)(=O)c1ccc(S(=O)(=O)Nc2cc3c(cc2C(C)=O)OCO3)cc1,-22.4,-0.1,3.8,4.6,-4.8,11.4,1.1,13.2,-1.2
O=C(CSc1nnc(-c2ccccc2F)n1C1CC1)NC(=O)c1cccc([N+](=O)[O-])c1,-7.1,-0.1,3.9,-0.1,1.3,5.8,-1.8,7.4[fluorescence artefact?],-20.0
CCOc1ccc(-n2ccnc2SCC(=O)Nc2cc(C)on2)cc1,1.3,18.9,-2.8,-1.3,-0.1,5.1,-4.6,-6.5,-7.8
CCCCn1c(/N=C/c2ccccc2NS(=O)(=O)c2ccc(C)cc2)nc2ccccc21,4.0,1.2,7.6,-6.8,-18.9,-1.1,1.4,11.0,0.0
COc1ccc(NC(=O)CN(C)S(=O)(=O)c2ccccc2)cc1,-4.3,5.5,3.6,0.4,-1.2,13.1,-2.2,-4.0,-0.2
# Next section
SMILES,KLK5 inh,Hck Nef HTS,FXIa inh 1536,Runt-CBFb FRET,Runt-SMMHC FRET,FXIIa inh,Wee1 degr inh,14-3-3 Bad inh,thrombin 1536
COc1cc(-n2nc(C)c3c2OC(N)=C(C#N)C3c2ccccc2)c(Cl)c(Br)c1O (stereo not given),1.2,0.9,-0.8,4.9,8.0,10.1,-1.4,4.8[fluorescence artefact?],6.7
COc1ccc(Cn2c(C3CCCCC3)nc3c(c(=O)c4ccccc4n3C)c2=O)cc1,0.6,71.1*,4.1,0.9,-1.6,11.3,7.0,69.3,1.8
O=C1c2ccccc2C(=O)C1Cc1cccc2ccccc12,-13.0,0.9,-8.6,0.7,-4.4,9.5,1.1,14.3[fluorescence artefact?],2.4
CCn1c(=N)c(S(=O)(=O)c2ccc(Cl)cc2)cc2c(=O)n3ccccc3nc21,4.5,20.3,1.7,x,x,7.5,-0.9,-3.3,-8.0
CC(C)Cn1c(-c2ccco2)csc1=Nc1cccnc1,-2.4,0.9,-2.6,5.0,4.8,1.8,-0.9,-7.2,-3.7
Cc1cccc(-n2nc([N+](=O)[O-])c(=NC3CCN(Cc4ccccc4)CC3)n2O)c1,0.9,-22.7,-4.3,-1.2,0.7,14.6,-2.0,-6.3,-1.9
Cc1cccc(C)c1C(=O)N[C@@H](Cc1ccccc1)C(=O)O,-1.2,10.1,-1.8,0.3,3.5,10.6,-1.7,0.6,-1.2
O=C(Cc1ccc(F)cc1)NCCc1ccccc1,3.0,-4.3,-0.9,1.5,1.4,5.1,0.1,-18.9,0.1
CC(C)Nc1nc(SCC(N)=O)nc(N2CCOCC2)n1,12.9,2.0,-4.2,-1.2,1.1,8.8,1.7,-8.0[fluorescence artefact?],-0.5
Cc1cc(C)c2[nH]c(=O)c(CN(Cc3nnnn3C3CCCC3)C3CCCCC3)cc2c1,41.7*,7.9,-2.2,-2.2,-3.2,-5.0,0.5,6.6,3.1

# Record cards (already shown). Screens in order: KLK5 inh	Hck Nef HTS	FXIa inh 1536	Runt-CBFb FRET	Runt-SMMHC FRET	FXIIa inh	Wee1 degr inh	14-3-3 Bad inh	thrombin 1536
# Listed for COc1ccc(/C=N/OCC(=O)Nn2c(C)nc3ccccc3c2=O)cc1 → -14.1	-1.5	-4.7	-2.4	2.9	5.6	0.1	4.4	-8.1
# Listed for CC(C)(C)Nc1nc2ccc([N+](=O)[O-])cc2o1 → -1.0	5.6	-2.9	1.1	-1.8	2.9	1.1	-5.8	-8.2
# Listed for COc1cccc(CNCCN2CCOCC2)c1OC → 4.2	0.9	0.9	-1.0	4.9	15.3	-0.7	5.8	-1.5
